Screens: PubChem BioAssay, National Center for Advancing Translational Sciences (NCATS)
D2 antagonist: D2 dopamine receptor (human) antagonism; HEK293 TREx D2 cells, calcium flux, dopamine EC80; inhibition, % at 10 µM; hit rate 2% among 340,000; in the data active means inhibition above about 30%; further: 0% is about no effect
Target sequence (P14416 whole entry, looked up): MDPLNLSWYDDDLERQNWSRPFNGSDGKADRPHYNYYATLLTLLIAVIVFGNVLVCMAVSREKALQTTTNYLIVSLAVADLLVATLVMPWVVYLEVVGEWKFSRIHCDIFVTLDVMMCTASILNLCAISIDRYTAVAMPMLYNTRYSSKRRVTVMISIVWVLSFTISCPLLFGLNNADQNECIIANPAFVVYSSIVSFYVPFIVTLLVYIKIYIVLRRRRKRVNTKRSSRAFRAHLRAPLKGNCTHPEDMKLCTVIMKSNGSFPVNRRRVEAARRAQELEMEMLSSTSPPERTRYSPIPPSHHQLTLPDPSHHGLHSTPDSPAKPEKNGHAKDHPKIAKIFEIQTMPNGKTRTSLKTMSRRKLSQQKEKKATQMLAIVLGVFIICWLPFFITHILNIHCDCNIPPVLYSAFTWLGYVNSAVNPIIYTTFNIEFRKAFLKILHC
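HEK293 T-REx D2 cells, tet-induced, calcium dye no-wash. Cpd pintool add, 180 s kinetic, then EC80 DA, 180 s kinetic. Ca flux read.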
D2 agonist: D2 dopamine receptor (human) agonism. P14416. HEK293 T-REx D2 cells, calcium flux agonist mode. activation, % at 2 µM. hit rate 0.53% among 340,000;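 active means activation over 3 SD above normal in the single-dose calcium agonist read, cut at about 30% in these data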; further: 0% is about no effect
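In this primary screen, compounds producing a positive calcium signal within 180 s of addition to tetracycline-induced, force-coupled HEK293 Trex D2 cells are flagged; cells are dye-loaded with a no-wash calcium kit beforehand.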
D2 potentiator: D2 dopamine receptor (human) potentiation. P14416. HEK293 T-REx D2, calcium flux, EC20 dopamine potentiation. potentiation, % at 10 µM. hit rate 0.34% among 340,000. AID 485347;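 active means potentiation over 3 SD above the plate norm, cut at about 30% in these data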; further: 0% is about no effect
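Tetracycline-induced Hek293 Trex D2 cells, force-coupled to calcium, loaded with no-wash calcium dye. Compound added with 180 s kinetic read for agonism, then EC20 dopamine and a further 180 s read for potentiation.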
RXFP1 agonist: RXFP1 (human) receptor agonism; Q9HBX9; HEK293T-RXFP1 cAMP TR-FRET, 30 min; response scale: percent of porcine relaxin response, buffer zero; Potency, µM (highest dose often 57.5 µM), for inactives: at the highest dose activation, most hits filed as activators; hit rate 0.3% among 370,000; active means well fitted activation curve with a large enough effect; inconclusive means small, poorly fitted or top-dose-only effect; further: potency means the concentration at half of the fitted maximal effect; on the % scale 0 is the no-effect control and ±100 the full control effect; nearly all actives have a fitted effect of over 60% in size; many of its hits are not listed in these tables
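HEK293 cells stably expressing RXFP1, treated 30 min at 37C with compounds plus PDE4 inhibitor Ro 20174; cAMP measured by HTRF TR-FRET. Normalized to buffer and 29 nM porcine relaxin; EC50 by Hill fit.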
D1 agonist: activates the human D1 dopamine receptor. P21728. HEK293 T-REx D1 cells, calcium flux, agonist mode. activation, % at 2 µM. hit rate 1% among 360,000; in the data active means activation above about 30%; further: 0% is about no effect
Target sequence (P21728 whole entry, looked up): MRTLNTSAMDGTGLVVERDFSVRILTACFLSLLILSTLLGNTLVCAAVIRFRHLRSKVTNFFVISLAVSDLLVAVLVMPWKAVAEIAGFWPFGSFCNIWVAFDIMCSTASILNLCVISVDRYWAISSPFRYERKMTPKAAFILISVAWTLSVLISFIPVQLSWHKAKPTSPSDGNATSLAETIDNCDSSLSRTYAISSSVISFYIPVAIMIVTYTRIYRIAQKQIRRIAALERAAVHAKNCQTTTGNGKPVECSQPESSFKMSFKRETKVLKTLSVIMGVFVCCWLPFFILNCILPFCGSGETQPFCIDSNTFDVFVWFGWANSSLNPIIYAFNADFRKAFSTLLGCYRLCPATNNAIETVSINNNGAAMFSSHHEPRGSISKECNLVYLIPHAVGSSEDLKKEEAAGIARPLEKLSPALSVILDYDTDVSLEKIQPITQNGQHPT
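Agonism was scored from calcium flux recorded over 180 s (1 read/s) after pintool compound addition, following a 10-cycle baseline. Cells were inducible force-coupled HEK293 TREx D1, plated overnight at 30 C and loaded with no-wash calcium dye.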
D1 PAM: potentiators of human D1 dopamine receptor; P21728; HEK293 TREx D1 cells, calcium flux, dopamine EC20 potentiation; potentiation, % at 10 µM; hit rate 0.036% among 360,000; AID 504651; in the data active means potentiation above about 30%; further: 0% is about no effect
RXFP1 antagonist: blocks the human relaxin receptor RXFP1; activity change, negative = inhibition, % at 57.5 µM; HEK293-RXFP1, relaxin-stimulated cAMP HTRF, 30 min; active compounds read low; hit rate 0.59% among 350,000; AID 1259400; Q9HBX9;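 active means activity change of -60% or lower, but not beyond a set lower limit; inconclusive means change between -60% and -40%, or beyond the set limit; inactive means change above -40%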; further: on the % scale 0 is the no-effect control and ±100 the full control effect
D1 antag: human D1 dopamine receptor antagonism | P21728 | HEK293 TREx D1 cells, calcium flux, dopamine EC80; active compounds read low | activity change, negative = inhibition, % at 10 µM | hit rate 3.2% among 360,000; in the data active means activity change below about -30%; further: on the % scale 0 is the no-effect control and ±100 the full control effect
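HEK293 T-REx cells expressing inducible, force-coupled D1 receptor; no-wash Ca dye, 30–90 min RT. Cmpd → 180 s read at 1 Hz → EC80 DA → 180 s read.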
TRHR PAM: TRH receptor (human) allosteric enhancement. AID 493056. P34981. hit rate 0.66% among 360,000. enhancement, % at 2 µM. TRHR cells, fluo-8 calcium fluorescence, EC20 TRH enhancement; in the data active means enhancement above about 30%; further: 0% is about no effect
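Enhancer read-out: after compound pinning and an initial kinetic agonist-mode read, an EC20 of TRH (10 nM final) was injected and fluo-8 calcium signal (Ex 480/Em 530) followed at 1 s/cycle for 100 cycles in TRHR-expressing cells.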
* hit, by the source's call; ? = inconclusive; · = no result given; & = joins results of further samples. These rows are one share of the data (hit frequency here may not be typical).

| # | compound | D2 potentiator | D1 PAM | TRHR PAM | RXFP1 agonist | RXFP1 antagonist | D2 agonist | D1 agonist | D1 antag | D2 antagonist |
| --- | --- | --- | --- | --- | --- | --- | --- | --- | --- | --- |
| 1 | CCN(CC)CCNC(=O)c1ccc(NC(=O)C2CCN(c3ncnc4sc(C)c(C)c34)CC2)cc1 | 10 | 4 | 1 | -1.2% | 0 | 0.5 | 10 | 7 | -3 |
| 2 | CC(CN)(NS(=O)(=O)c1ccccc1)c1ccccc1 (stereo not drawn) | · | -3 | -2 | 0.9% | 8 | · | 4 | -2 | · |
| 3 | COc1ccccc1CNC(=O)CCCC(=O)n1ncc2cc(C)ccc21 | 6 | -1 | 11 | 2.3% | 1 | 1.3 | 0 | -3 | -14 |
| 4 | Cc1ccc(S(=O)(=O)N(C)C)cc1NC(=O)Nc1ccccc1 | -24 | -3 | 3 | -3.0% | -12 | -2.7 | 2 | 2 | 84* |
| 5 | CC1=C(c2ccc(C)c(C)c2)S(=O)(=O)N=C1N1CCC(C(=O)NCc2ccc(Cl)cc2)CC1 | -3 | -8 | 0 | 0.5% | ? | 0.1 | 4 | -6 | · |
| 6 | Cc1cc(C)n(-c2ncnc3sc4c(c23)CCCC4)n1 | 6 | -1 | -3 | 3.3% | 10 | -0.3 | 1 | -20 | -5 |
| 7 | COc1ccccc1C1C(C#N)=C(N)Oc2cc(C)n(CCCn3ccnc3)c(=O)c21 (stereo not drawn) | 15 | 2 | 0 | 0.6% | -6 | 0.9 | 5 | 21 | 3 |
| 8 | N#CCc1ccc(NS(=O)(=O)c2ccc(C3CCCCC3)cc2)cc1 | 3 | -6 | -2 | 1.2% | -7 | 2.8 | 28 | -7 | 9 |
| 9 | COc1ccc(Nc2nc(-c3ccccc3)nc3ccccc23)cc1 | -7 | -5 | 2 | 1.6% | 4 | -0.4 | 5 | -24 | 1 |
| 10 | CSc1nc(SCCN(C)C)c2c3c(sc2n1)COC(C)(C)C3 | -21 | -10 | -7 | 4.7% | -5 | 0.6 | 1 | -3 | 13 |
| 11 | COc1ccc(OC)c2[nH]c(C(=O)N3CCC(C(=O)O)CC3)cc12 | 16 | 1 | 0 | -2.9% | 12 | 2.1 | 3 | 4 | 2 |
| 12 | Cc1cccc(C(=O)NCC(=O)Nc2ccncc2)c1 | -2 | -4 | 0 | -0.3% | -2 | 0.7 | 0 | -2 | 7 |
| 13 | CCOc1ccccc1CNC(=O)c1ccc(NC(=O)C2=C(C)OCCS2)cc1 | 3 | -3 | 20 | -1.5% | 5 | -1.1 | 9 | -6 | -4 |
| 14 | COc1ccccc1-c1cn[nH]c1-c1ccc(OCc2ccccc2)cc1O | -1 | -7 | -1 | -1.8% | -19 | -0.2 | 3 | -10 | -22 |
| 15 | COc1ccc(-c2csc(-c3nc(-c4ccc(Br)s4)cs3)n2)cc1F | -10 | 1 | 3 | 0.4% | -10 | 0.3 | 1 | -4 | · |
| 16 | O=C(Nc1ccc(N2CCN(C(=O)c3cccs3)CC2)cc1)c1ccc(F)cc1 | 1 | -5 | 18 | -0.2% | -66* | -0.3 | -1 | 6 | -11 |
| 17 | CCOC1=NN(c2ncc(C(F)(F)F)cc2Cl)C(=O)/C1=C/N(C)C | 17 | -5 | -1 | -0.4% | -11 | -0.3 | 1 | -8 | 5 |
| 18 | Cc1csc2ncc(C(=O)N(Cc3ccccc3)c3ccccn3)c(=O)n12 | -4 | -2 | 21 | 2.0% | -2 | -0.9 | -1 | -28 | -13 |
| 19 | Fc1cccc(-c2nnn3c2nc(Cl)c2ccccc23)c1 | 5 | 1 | 0 | 16% | 7 | 0.1 | 5 | 12 | 5 |
| 20 | CCS(=O)(=O)N1CCCC(C(=O)NCc2cccnc2)C1 (stereo not drawn) | 14 | 1 | 3 | 3.7% | 3 | -0.6 | 0 | -8 | -27 |
| 21 | CN(CC(=O)Nc1ccc(F)c(F)c1F)c1ncnc2sccc12 | -1 | -11 | -6 | 6.9% | 8 | 0.0 | 8 | -9 | -28 |
| 22 | Cc1nc(C)c(-c2ccc(SCc3cccc(F)c3)nn2)s1 | 25 | 3 | 13 | 4.9% | 1 | 0.4 | 0 | -6 | 11 |
| 23 | O=C(CSc1nnc(NCc2ccccc2)s1)c1ccco1 | 6 | -3 | 2 | 1.3% | 7 | -1.1 | 2 | 7 | -28 |
| 24 | Cc1ccc(C(=O)Nc2nc3n(n2)C(c2ccccc2)C=C(c2ccccc2)N3)cc1 (stereo not drawn) | 7 | 1 | 1 | -0.8% | 1 | 0.3 | 4 | 7 | · |
| 25 | COC(=O)/C=C/C(=O)Nc1cccc(C(F)(F)F)c1 | -20 | -3 | -1 | 5.7% | -2 | 0.1 | 2 | -8 | -4 |
| 26 | C[C@@H]1[C@H](O)C[C@@]23COC(=O)C2=CCCC3[C@@]1(C)CCC1COC(=O)C1 (stereo partly drawn) | -5 | 12 | 5 | -1.0% | 0 | 0.6 | 3 | -7 | -11 |
| 27 | Cc1cc(C)nc(SCCn2c(N3CCOCC3)nc3c2c(=O)[nH]c(=O)n3C)n1 | · | -10 | -7 | -1.3% | -1 | · | 0 | -7 | · |
| 28 | COc1ccc(-c2nc3cc(NC(=O)Cc4ccc(OC)c(OC)c4)ccc3o2)cc1 | 22 | 0 | 1 | 7.6% | -5 | 1.1 | 2 | -7 | -1 |
| 29 | CC(=O)Nc1ccc(NC(=O)COC(=O)CCCc2c[nH]c3ccccc23)cc1 | -3 | -4 | 3 | -0.8% | -30 | -0.8 | 0 | -14 | 0 |
| 30 | O=C(C1CCC1)N1CCc2cc(S(=O)(=O)NC3CCCC3)ccc21 | -3 | -4 | 0 | -0.3% | 12 | 0.2 | 3 | 10 | -31 |

Given as labelled records: part of the list above
(26) C[C@@H]1[C@H](O)C[C@@]23COC(=O)C2=CCCC3[C@@]1(C)CCC1COC(=O)C1 (stereo partly drawn)
  D2 potentiator: -5; D1 PAM: 12; TRHR PAM: 5; RXFP1 agonist: -1.0%; RXFP1 antagonist: 0; D2 agonist: 0.6; D1 agonist: 3; D1 antag: -7; D2 antagonist: -11

(27) Cc1cc(C)nc(SCCn2c(N3CCOCC3)nc3c2c(=O)[nH]c(=O)n3C)n1
  D2 potentiator: ·; D1 PAM: -10; TRHR PAM: -7; RXFP1 agonist: -1.3%; RXFP1 antagonist: -1; D2 agonist: ·; D1 agonist: 0; D1 antag: -7; D2 antagonist: ·

(28) COc1ccc(-c2nc3cc(NC(=O)Cc4ccc(OC)c(OC)c4)ccc3o2)cc1
  D2 potentiator: 22; D1 PAM: 0; TRHR PAM: 1; RXFP1 agonist: 7.6%; RXFP1 antagonist: -5; D2 agonist: 1.1; D1 agonist: 2; D1 antag: -7; D2 antagonist: -1

(29) CC(=O)Nc1ccc(NC(=O)COC(=O)CCCc2c[nH]c3ccccc23)cc1
  D2 potentiator: -3; D1 PAM: -4; TRHR PAM: 3; RXFP1 agonist: -0.8%; RXFP1 antagonist: -30; D2 agonist: -0.8; D1 agonist: 0; D1 antag: -14; D2 antagonist: 0

Next part
| # | compound | D2 potentiator | D1 PAM | TRHR PAM | RXFP1 agonist | RXFP1 antagonist | D2 agonist | D1 agonist | D1 antag | D2 antagonist |
| --- | --- | --- | --- | --- | --- | --- | --- | --- | --- | --- |
| 31 | CCOC(=O)c1cc2c(nc1NC(=S)Nc1ccccc1)CC(C)(C)OC2 | -1 | 4 | -1 | 0.6% | -4 | 1.2 | 2 | -2 | 3 |
| 32 | COc1ccc(C(=O)N(Cc2ccc(N(C)C)cc2)CC2CCCO2)cc1 (stereo not drawn) | 6 | 1 | 3 | 3.9% | -7 | 0.5 | 3 | -5 | · |
| 33 | COC(=O)c1ccc(NC(=O)CSc2nnnn2C2CCCCC2)cc1 | -1 | 2 | -6 | -1.1% | -9 | 0.1 | 29 | -9 | 42* |
| 34 | CN(CCC#N)C(=O)COC(=O)c1ccc(CNS(=O)(=O)c2ccc(F)c(Cl)c2)cc1 | -4 | -3 | 2 | 0.0% | 4 | 2.0 | 0 | -10 | -30 |
| 35 | CN(C)S(=O)(=O)c1ccc2oc(SCC(=O)c3c(N)n(C4CC4)c(=O)[nH]c3=O)nc2c1 | 11 | -1 | 15 | -0.1% | -4 | -0.1 | 4 | -9 | 22 |
| 36 | Cc1cccc(-n2c(=O)[nH]c3c(C(N)=O)nc(CC(C)C)nc32)c1 | 11 | -9 | 7 | 4.4% | -10 | -1.3 | 2 | -36* | -1 |
| 37 | CNC(=O)NC(=O)CSc1cccc(C(F)(F)F)c1 | 5 | -6 | -3 | 0.2% | 12 | -1.8 | 1 | 6 | -2 |
| 38 | Cc1cccc(-c2noc(CN(C(=O)c3c(-c4ccccc4Cl)noc3C)C(C)C)n2)c1 | -8 | -4 | 0 | 1.6% | · | · | 10 | 6 | · |
| 39 | CCOC(=O)Cc1ccc(NC(=O)Nc2cccc(OCc3cc(=O)n4cc(C)ccc4n3)c2)cc1 | 10 | 0 | -2 | 4.8% | -20 | · | 1 | 7 | · |
| 40 | O=S1(=O)CCOCCN1Cc1ccc(Cl)cc1Cl | -2 | 1 | -1 | -0.1% | · | -0.6 | 1 | -7 | -20 |
| 41 | CCOc1ccc(N(CC(=O)NC2CCCCCC2)S(=O)(=O)c2ccccc2)cc1 | -7 | -4 | -11 | -0.3% | 4 | -0.2 | 1 | -14 | 3 |
| 42 | Cc1cc(N2CCOCC2)n2ncc(-c3ccc(Cl)cc3)c2n1 | 0 | -5 | -2 | 4.7% | -14 | 0.3 | 2 | -33* | -3 |
| 43 | Cc1cccc(-n2c(O)c(C=Nc3cc(O)ccc3C)c3ccccc3c2=O)n1 | 2 | -2 | 0 | 1.0% | -38 | 1.9 | 5 | -9 | -9 |
| 44 | COCCCNC(=O)CCC(=O)NNc1nc2ccccc2c2nc(C)nn12 | 0&7 | -2&-2 | 3&8 | 7.4%&11% | 5 | 0.5&0.2 | 4&2 | 4&-8 | -1 |
| 45 | CCOC(=O)C(Cc1ccc(NC(=O)/C(=C\c2ccccc2)NC(=O)c2ccccc2)cc1)N1C(=O)c2ccccc2C1=O (stereo not drawn) | 11 | -4 | 10 | 1.0% | -9 | 0.7 | 4 | 16 | -6 |
| 46 | COC(=O)c1c(C)oc2ccc(N(C(=O)c3ccncc3)S(=O)(=O)c3ccc(C)cc3)cc12 | 6 | -7 | -3 | 0.6% | 4 | 1.2 | 3 | -7 | 15 |
| 47 | Cc1ccc(/C=C/C(=O)Nc2ccc([N+](=O)[O-])cc2)o1 | -1 | -4 | -2 | 1.8% | -20 | -0.5 | 20 | -46* | -22 |
| 48 | COc1ccc(OC)c(NC(=O)COC(=O)c2cc3c(s2)CCC3)c1 | 6 | 0 | 0 | 3.0% | -8 | -0.5 | 0 | -7 | -9 |
